Screening data deposited in PubChem BioAssay by Dana-Farber Cancer Institute and Novartis Institutes for BioMedical Research (Cambridge, Mass).
USP28 block: human USP28 deubiquitinase inhibition; Q96RU2; purified USP28, Ub-rhodamine cleavage fluorescence, 30 min; inhibition, % at 25 µM; hit rate 3% among 47,000
Target sequence (Q96RU2 whole entry, looked up): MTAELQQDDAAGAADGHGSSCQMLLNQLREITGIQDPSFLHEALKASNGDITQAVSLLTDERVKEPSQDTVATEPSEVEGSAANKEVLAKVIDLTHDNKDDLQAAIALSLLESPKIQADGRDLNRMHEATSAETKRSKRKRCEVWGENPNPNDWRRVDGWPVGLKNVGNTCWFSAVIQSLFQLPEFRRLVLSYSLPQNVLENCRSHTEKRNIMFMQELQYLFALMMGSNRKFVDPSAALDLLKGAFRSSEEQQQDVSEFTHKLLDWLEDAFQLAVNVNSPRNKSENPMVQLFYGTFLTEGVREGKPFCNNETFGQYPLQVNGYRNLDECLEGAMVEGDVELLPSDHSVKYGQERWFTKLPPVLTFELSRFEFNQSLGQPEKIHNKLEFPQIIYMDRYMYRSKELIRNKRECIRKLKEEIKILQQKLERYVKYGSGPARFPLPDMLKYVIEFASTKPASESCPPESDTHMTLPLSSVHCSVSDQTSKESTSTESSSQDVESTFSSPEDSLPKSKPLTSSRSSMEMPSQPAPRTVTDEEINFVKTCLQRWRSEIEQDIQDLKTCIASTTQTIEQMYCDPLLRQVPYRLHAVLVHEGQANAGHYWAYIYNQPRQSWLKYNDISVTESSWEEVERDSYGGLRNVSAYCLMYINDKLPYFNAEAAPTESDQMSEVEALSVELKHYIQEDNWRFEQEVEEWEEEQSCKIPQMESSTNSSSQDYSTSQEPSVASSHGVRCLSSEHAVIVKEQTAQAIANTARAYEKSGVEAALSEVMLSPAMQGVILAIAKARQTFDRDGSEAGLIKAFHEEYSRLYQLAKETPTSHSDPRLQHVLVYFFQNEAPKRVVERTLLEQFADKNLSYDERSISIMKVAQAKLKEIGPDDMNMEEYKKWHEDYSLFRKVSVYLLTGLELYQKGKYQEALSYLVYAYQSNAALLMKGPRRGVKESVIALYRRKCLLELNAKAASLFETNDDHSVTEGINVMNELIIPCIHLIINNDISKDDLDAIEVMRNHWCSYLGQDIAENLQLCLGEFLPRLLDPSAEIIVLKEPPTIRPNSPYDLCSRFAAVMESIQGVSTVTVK
USP7 inh: human USP7 deubiquitinase inhibition | Q93009 | purified USP7, Ub-rhodamine cleavage fluorescence | inhibition, % at 20 µM | hit rate 0.3% among 47,000 | AID 1645854
USP30 inh: human USP30 deubiquitinase inhibition | hit rate 5.3% among 47,000 | purified USP30, Ub-rhodamine cleavage fluorescence | AID 1645860 | inhibition, % at 25 µM | Q70CQ3
OTUD3 inh: blocks human OTUD3 ubiquitin-rhodamine cleavage; purified OTUD3, Ub-rhodamine fluorescence, 2 h; inhibition, % at 25 µM; hit rate 0.7% among 47,000
USP8 inh: human USP8 deubiquitinase inhibition | hit rate 4.2% among 47,000 | P40818 | inhibition, % at 20 µM | AID 1645853 | purified USP8, Ub-rhodamine cleavage fluorescence, 30 min
USP17 inh: inhibitors of human USP17 deubiquitinase; AID 1645855; purified USP17, Ub-rhodamine cleavage fluorescence, 3 h; hit rate 6.5% among 47,000; inhibition, % at 50 µM
UCHL1 inh: inhibitors of human UCHL1 deubiquitinase; P09936; purified UCHL1, Ub-rhodamine cleavage fluorescence; inhibition, % at 20 µM; hit rate 0.2% among 47,000; AID 1645859
USP10 block: blocks human USP10 ubiquitin-rhodamine cleavage; Q14694; purified USP10, Ub-rhodamine fluorescence, 60 min; inhibition, % at 20 µM; hit rate 1.1% among 47,000; AID 1645856
The depositor's hits bear a star. Cut-off read from the data, not from the text of the source: active = inhibition above about 30%; inactive = the rest. The order is random, and some 14% of all compounds hit somewhere here.

A first look (ten entries):
`Cc1cc(N2CCNC(=O)CC2c2ccccc2)n2ncnc2n1` (stereo not drawn) gave USP28 block -13, USP7 inh 0, USP30 inh -19, OTUD3 inh -7, USP8 inh -50, USP17 inh -2, UCHL1 inh -2 and USP10 block -2.
`COc1ccc(/C=N/OCc2nc3c4c(ncn3n2)Oc2c(c(C)nn2-c2ccc(Cl)cc2)C4c2ccco2)cc1OC` (stereo not drawn) gave USP28 block 2, USP7 inh -2, USP30 inh 12, OTUD3 inh 7, USP8 inh 2, USP17 inh -5, UCHL1 inh 4 and USP10 block 2.
For COc1ccc(NC(=O)C2CCC(=O)N2Cc2cccs2)cc1 (stereo not drawn) the results were USP28 block 9, USP7 inh 3, USP30 inh 3, OTUD3 inh 17, USP8 inh 12, USP17 inh -1, UCHL1 inh 3 and USP10 block -1.
Screening C[C@H](NC(=O)[C@@H]1Cc2c([nH]c3ccccc23)C2c3ccccc3C(=O)N21)C(=O)NCCc1ccccc1 (stereo partly drawn) returned USP28 block -30, USP7 inh -16, USP30 inh -97, OTUD3 inh -25, USP8 inh -17, USP17 inh -29, UCHL1 inh -7 and USP10 block -7.
Screening COc1cccc(NC(=O)N2CCN(Cc3nnnn3-c3ccccc3)CC2)c1OC returned USP28 block -7, USP7 inh 2, USP30 inh -8, OTUD3 inh -8, USP8 inh -12, USP17 inh -1, UCHL1 inh -1 and USP10 block 1.
`COc1ccccc1NC(=O)/C(=C/c1ccco1)n1nnnc1-c1ccccc1` gave USP28 block -14, USP7 inh -15, USP30 inh -140, OTUD3 inh -14, USP8 inh -15, USP17 inh -29, UCHL1 inh 0 and USP10 block -13.
Screening Cc1nc2c(c(C)c1CCC(=O)NCc1ccccc1Cl)c(=O)n(C)c(=O)n2C returned USP28 block -14, USP7 inh 2, USP30 inh -11, OTUD3 inh -6, USP8 inh 0, USP17 inh 0, UCHL1 inh -3 and USP10 block 0.
CC(NC(=O)COc1ncnc2ccccc12)c1ccccc1 (stereo not drawn) was read as USP28 block 4, USP7 inh 2, USP30 inh 12, OTUD3 inh 16, USP8 inh 1, USP17 inh 9, UCHL1 inh 3 and USP10 block 0.
O=c1[nH]c2nc(NCc3ccccn3)ncc2c(=O)n1C1CCCC1 was read as USP7 inh 1, OTUD3 inh 2, USP8 inh 0, USP17 inh 4, UCHL1 inh -1 and USP10 block 4.
`CN1CC(=O)N(C2CCCNCC2)Cc2c(NC3CCCCC3)ncnc21` (stereo not drawn) gave USP28 block -4, USP7 inh 1, USP30 inh -2, OTUD3 inh 0, USP8 inh -137, USP17 inh -20, UCHL1 inh -2 and USP10 block -2.

All compounds of this part, from the start:
`Cc1cc(N2CCNC(=O)CC2c2ccccc2)n2ncnc2n1` (stereo not drawn) gave USP28 block -13, USP7 inh 0, USP30 inh -19, OTUD3 inh -7, USP8 inh -50, USP17 inh -2, UCHL1 inh -2 and USP10 block -2.
`COc1ccc(/C=N/OCc2nc3c4c(ncn3n2)Oc2c(c(C)nn2-c2ccc(Cl)cc2)C4c2ccco2)cc1OC` (stereo not drawn) gave USP28 block 2, USP7 inh -2, USP30 inh 12, OTUD3 inh 7, USP8 inh 2, USP17 inh -5, UCHL1 inh 4 and USP10 block 2.
For COc1ccc(NC(=O)C2CCC(=O)N2Cc2cccs2)cc1 (stereo not drawn) the results were USP28 block 9, USP7 inh 3, USP30 inh 3, OTUD3 inh 17, USP8 inh 12, USP17 inh -1, UCHL1 inh 3 and USP10 block -1.
Screening C[C@H](NC(=O)[C@@H]1Cc2c([nH]c3ccccc23)C2c3ccccc3C(=O)N21)C(=O)NCCc1ccccc1 (stereo partly drawn) returned USP28 block -30, USP7 inh -16, USP30 inh -97, OTUD3 inh -25, USP8 inh -17, USP17 inh -29, UCHL1 inh -7 and USP10 block -7.
Screening COc1cccc(NC(=O)N2CCN(Cc3nnnn3-c3ccccc3)CC2)c1OC returned USP28 block -7, USP7 inh 2, USP30 inh -8, OTUD3 inh -8, USP8 inh -12, USP17 inh -1, UCHL1 inh -1 and USP10 block 1.
`COc1ccccc1NC(=O)/C(=C/c1ccco1)n1nnnc1-c1ccccc1` gave USP28 block -14, USP7 inh -15, USP30 inh -140, OTUD3 inh -14, USP8 inh -15, USP17 inh -29, UCHL1 inh 0 and USP10 block -13.
Screening Cc1nc2c(c(C)c1CCC(=O)NCc1ccccc1Cl)c(=O)n(C)c(=O)n2C returned USP28 block -14, USP7 inh 2, USP30 inh -11, OTUD3 inh -6, USP8 inh 0, USP17 inh 0, UCHL1 inh -3 and USP10 block 0.
CC(NC(=O)COc1ncnc2ccccc12)c1ccccc1 (stereo not drawn) was read as USP28 block 4, USP7 inh 2, USP30 inh 12, OTUD3 inh 16, USP8 inh 1, USP17 inh 9, UCHL1 inh 3 and USP10 block 0.
O=c1[nH]c2nc(NCc3ccccn3)ncc2c(=O)n1C1CCCC1 was read as USP7 inh 1, OTUD3 inh 2, USP8 inh 0, USP17 inh 4, UCHL1 inh -1 and USP10 block 4.
`CN1CC(=O)N(C2CCCNCC2)Cc2c(NC3CCCCC3)ncnc21` (stereo not drawn) gave USP28 block -4, USP7 inh 1, USP30 inh -2, OTUD3 inh 0, USP8 inh -137, USP17 inh -20, UCHL1 inh -2 and USP10 block -2.
`O=C(c1ccccc1F)N1CCCC(c2nnc3ccccn23)C1` (stereo not drawn) gave USP28 block -6, USP7 inh 0, USP30 inh 0, OTUD3 inh -7, USP8 inh 6, USP17 inh 0, UCHL1 inh -2 and USP10 block 1.
`COc1ccc(CC(=O)N2CCC3(CC2)NC(=O)[C@H]2CN(CC(C)C)C[C@H]23)cc1` gave USP28 block -8, USP7 inh 0, USP30 inh -9, OTUD3 inh -7, USP8 inh -89, USP17 inh -15, UCHL1 inh -4 and USP10 block 0.
`CC(=O)N1CCc2cc(S(=O)(=O)NCCC(=O)NCCc3ccc(C)cc3)ccc21` gave USP28 block 4, USP7 inh 5, USP30 inh 21, OTUD3 inh 6, USP8 inh 6, USP17 inh 1, UCHL1 inh 2 and USP10 block 1.
`CC1CCN(S(=O)(=O)c2ccc3c4c(cccc24)C(=O)N3C)CC1` gave USP28 block -1, USP7 inh -2, USP30 inh 11, OTUD3 inh -20, USP8 inh -8, USP17 inh 8, UCHL1 inh 0 and USP10 block -3.
`Cc1[nH]nc2c1C1=C(C(=O)CC(C)(C)C1)C(c1ccc(N(C)C)cc1)N2` (stereo not drawn) gave USP28 block -11, USP7 inh -4, USP30 inh -6, OTUD3 inh -3, USP8 inh -13, USP17 inh 0, UCHL1 inh -5 and USP10 block -5.
Screening O=c1cc(C2CCN(Cc3ccccc3)CC2)nc(-c2cccnc2)[nH]1 returned USP28 block -13, USP7 inh 0, USP30 inh -10, OTUD3 inh -8, USP8 inh -7, USP17 inh -8, UCHL1 inh -3 and USP10 block -1.
COc1ccc(NS(=O)(=O)c2ccc(-c3cnc(C)o3)cc2)cc1 was read as USP28 block 2, USP7 inh 1, USP30 inh -9, OTUD3 inh -2, USP8 inh 1, USP17 inh -11, UCHL1 inh 1 and USP10 block 1.
O=C(Cc1c(F)cccc1Cl)N1CCC(O)(C2CCN3Cc4ccccc4N=C23)CC1 (stereo not drawn) was read as USP28 block 11, USP7 inh 5, USP30 inh 25, OTUD3 inh 9, USP8 inh 17, USP17 inh 13, UCHL1 inh 2 and USP10 block 0.
For CCOC(=O)c1ccccc1NC(=O)C(=O)CC(=O)c1ccc(OC)cc1 the results were USP28 block 24, USP7 inh 0, USP30 inh -18, OTUD3 inh 0, USP8 inh 78*, USP17 inh 31*, UCHL1 inh -2 and USP10 block 3.
Screening COc1ccccc1CNS(=O)(=O)c1cc2[nH]c(=O)[nH]c2cc1C returned USP28 block -8, USP7 inh 1, USP30 inh -8, OTUD3 inh -6, USP8 inh -5, USP17 inh 1, UCHL1 inh 0 and USP10 block -3.
Cc1cccc(CNC(=O)CN2C(=O)C3CCCN3C(=O)c3cccc(C)c32)c1 (stereo not drawn) was read as USP28 block -2, USP7 inh 2, USP30 inh 0, OTUD3 inh 1, USP8 inh 6, USP17 inh 5, UCHL1 inh -5 and USP10 block 5.
`CN(C)C1CCN(Cc2ccc(N3CCN(C(=O)c4c(F)cccc4C(F)(F)F)CC3)nc2)CC1` gave USP28 block 0, USP7 inh 5, USP30 inh -7, OTUD3 inh 0, USP8 inh 1, USP17 inh 4, UCHL1 inh 0 and USP10 block 0.
For COc1ccc(CCN2C[C@@]34CNC[C@@H](C[C@@H]3S2(=O)=O)O4)cc1 the results were USP28 block 5, USP7 inh 3, USP30 inh 0, OTUD3 inh 13, USP8 inh 3, USP17 inh -35, UCHL1 inh 5 and USP10 block 0.
For O=C(CN1CCC(Nc2nc3c(c(=O)[nH]2)CCCC3)CC1)N1CCCc2ccccc21 the results were USP28 block 16, USP7 inh 0, USP30 inh 13, OTUD3 inh 10, USP8 inh 8, USP17 inh 10, UCHL1 inh 0 and USP10 block 0.
Screening CC(=O)O[C@H]1C[C@@]23COC(=O)/C=C(\C)CCOC(=O)/C=C/C=C\C(=O)O[C@@H]4C[C@@H](O[C@@H]2C=C1C)[C@@]1(CO1)[C@]43C returned USP28 block 0, USP7 inh -7, USP30 inh 5, OTUD3 inh 1, USP8 inh -7, USP17 inh -1, UCHL1 inh 0 and USP10 block -4.
For CCCCNC(=O)CCCn1c(=O)c2ccccc2n(CC(=O)NCCC2=CCCCC2)c1=O the results were USP28 block 10, USP7 inh -23, USP30 inh 14, OTUD3 inh 10, USP8 inh 0, USP17 inh 24, UCHL1 inh 0 and USP10 block 7.
`CC(C)Oc1ccc(C(=O)Nc2c3c(nn2C(C)(C)C)CS(=O)C3)cc1` (stereo not drawn) gave USP28 block 6, USP7 inh 2, USP30 inh 23, OTUD3 inh 10, USP8 inh 2, USP17 inh 4, UCHL1 inh 2 and USP10 block 1.
CSc1ccc(C2NC3=NCN(Cc4ccccn4)CN3c3nc4ccccc4n32)cc1 (stereo not drawn) was read as USP28 block 2, USP7 inh -15, USP30 inh 6, OTUD3 inh 0, USP8 inh -54, USP17 inh -9, UCHL1 inh 1 and USP10 block 1.
Screening Cc1ccc(NC(=O)c2ccccc2NC(=O)COc2cc(C)cc(C)c2)cc1 returned USP28 block -2, USP7 inh 10, USP30 inh -34, OTUD3 inh -3, USP8 inh 7, USP17 inh 0, UCHL1 inh 0 and USP10 block 6.
For Cc1ccc(NC(=O)Nc2ccc(C)n(CC(=O)Nc3cccc(C)c3)c2=O)cc1 the results were USP28 block 19, USP7 inh 31*, USP30 inh 27, OTUD3 inh 0, USP8 inh 94*, USP17 inh 0, UCHL1 inh -1 and USP10 block 53*.
Screening COc1ccc(COc2ncnc3cc(Cl)ccc23)cc1 returned USP28 block 48*, USP7 inh -3, USP30 inh 14, OTUD3 inh 3, USP8 inh -33, USP17 inh 12, UCHL1 inh 5 and USP10 block 1.
CCOc1ccc(-n2cc(C(=O)Nc3cnc4ccccc4c3)nn2)cc1 was read as USP28 block -4, USP7 inh 6, USP30 inh -10, OTUD3 inh -4, USP8 inh 2, USP17 inh 43*, UCHL1 inh 0 and USP10 block 9.
NCCCC(=O)N1CCC2(CC1)C(=O)NCN2C(=O)Cc1ccccc1 was read as USP28 block 0, USP7 inh 4, USP30 inh 2, OTUD3 inh 1, USP8 inh -154, USP17 inh -21, UCHL1 inh 0 and USP10 block 0.
O=C(COc1ccc(F)cc1)Nc1cnc(-c2ccc(Cl)cc2)nc1 was read as USP28 block 23, USP7 inh 4, USP30 inh 35*, OTUD3 inh 16, USP8 inh 95*, USP17 inh 74*, UCHL1 inh 7 and USP10 block 7.
Screening O=C(Nc1ccccc1-c1ccccc1)c1ccccc1Oc1ccccc1 returned USP28 block 9, USP7 inh 12, USP30 inh 19, OTUD3 inh 12, USP8 inh 18, USP17 inh 14, UCHL1 inh 6 and USP10 block 8.
For Cc1cccc(CN2C[C@H]3C[C@H](C(=O)N4CCOCC4)[C@@H](C2)O3)c1 the results were USP28 block 4, USP7 inh 2, USP30 inh 14, OTUD3 inh 3, USP8 inh -31, USP17 inh -4, UCHL1 inh -2 and USP10 block 0.
For O=C(NC1CCN(c2cc(-c3ccccc3)[nH]n2)CC1)c1ccncc1 the results were USP28 block -9, USP7 inh -12, USP30 inh -17, OTUD3 inh -12, USP8 inh -42, USP17 inh -31, UCHL1 inh -1 and USP10 block -6.
For O=C(c1ccccc1F)N1CCCC1c1nccnc1-c1ncc[nH]1 (stereo not drawn) the results were USP28 block 9, USP7 inh 0, USP30 inh 9, OTUD3 inh 9, USP8 inh 7, USP17 inh 4, UCHL1 inh 0 and USP10 block -5.
